# Screening results as filed in PubChem.
# Tat transport = E. coli Tat transport inhibition; E. coli MC4100 TorA-mCherry Tat export, fluorescence; inhibition, % at 10 µM; 340,000 tested, 0.036% active;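 active = mean replicate inhibition at least 50% and at least half of replicates individually reaching 50%; inconclusive = only one of the two criteria met; inactive = neither criterion met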;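 also: exported cargo escapes ClpAP degradation while cytoplasmic cargo is degraded and loses fluorescence; 0% = median of neutral control wells and 100% = median of NaSCN control wells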
# Mot1-301 SUMO = inhibitors of SUMOylation pathway: yeast Mot1-301 growth rescue; S. cerevisiae Mot1-301 growth rescue, ATP luminescence, 38.5C; percent above DMSO median, 100 means doubled; growth rescue, % at 18.8 µM; 320,000 tested, 1% active; AID 2716;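 active = every valid replicate shows activation above 250% relative to neutral control wells; inactive = the rest, any valid replicate at or below 250%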;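 also: OY570 slx delta 5 strain wells were the positive control but not used for scaling; some compounds called inactive have numbers as strong as hits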
# Arr AP2 block = blocks beta-arrestin peptide binding to AP2 adaptin | FITC-arrestin peptide / GST-AP2 beads, flow cytometry; AP2 beta2 appendage carries R879A mutation | AID 504490 | inhibition, % at 10 µM | 340,000 tested, 0.31% active;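 active = inhibition above a set limit, near 3 SD of compounds lacking own fluorescence, cut at about 54% in these data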;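 also: plate controls were DMSO wells for no effect and 5 µM unlabelled arrestin peptide for full effect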
#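 Material – AP2 appendage R879A on GSH beads · Buffer or medium – PBS with 0.05% Tween 20 and 0.1% BSA · Probe or stimulus – fluorescein-tagged arrestin peptide at 50 nM final · Incubation – compound with beads 12 min RT, then probe 1 h RT · Detection – high-throughput flow cytometry of beads, ex 488, em 535 nm · Evaluation – percent response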
# OPRM1-OPRD1 inv = mu-delta opioid heterodimer inverse agonism. inhibition, % at 9.3 µM. P35372+P41143. cell-based MOR-DOR heterodimer luminescence. 340,000 tested, 0.21% active; in the data active = inhibition above about 22%, passing the limit was not always enough;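 also: 0% = cells with DMSO and 100% = wells without cells with DMSO; values of inactives mirror those of a sister screen read the other way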
# PKA-R1A act = PKA-R1A complex activation; 340,000 tested, 0.083% active; AID 504707; P00514+P68181; PKA-R1A dissociation, Cy5-IP20 fluorescence polarization; scaled: DMSO 0%, 113 µM cGMP 100%; activation, % at 11.4 µM;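 active = percent activation above the mean of all tested compounds plus 3 SD, cut at about 19% in these data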;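 also: higher means more PKAc released from R1A so a rise in polarization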
# OPRM1-OPRD1 ag = agonists of human mu-delta opioid receptor heterodimerization; activation, % at 9.3 µM; cells, OPRM1-OPRD1 heterodimerization, luminescence; P35372+P41143; AID 504326; 340,000 tested, 0.3% active; in the data active = activation above about 18%;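 also: 0% = vehicle-treated cells and 100% = reference agonist; values of inactives mirror those of a sister screen read the other way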
# Ecoli viability = reduces bacterial viability in AddAB counter-screen; E. coli V3065 growth, OD600 absorbance, 18 h; inhibition, % at 11.9 µM; 330,000 tested, 0.27% active; AID 449728;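 active = inhibition above the campaign's mean inhibition across all tested compounds plus 3 SD, cut at about 9.9% in these data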;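 also: uninfected addAB+ strain grown without phage in ampicillin broth; 0% = DMSO wells and 100% = ciprofloxacin 0.95 µg/ml wells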
# PfHsp90 yeast 2 = inhibits growth of yeast expressing Plasmodium falciparum Hsp90; AID 504621; 310,000 tested, 0.32% active; inhibition, % at 9.4 µM; S. cerevisiae expressing PfHsp90, BacTiter-Glo ATP, 48 h; yeast lacking PDR1 and PDR3 efflux regulators;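 active = every replicate shows inhibition above about 80%, whatever the replicate mean, limit read from the data; inconclusive = mean inhibition reaches the set limit but some replicate falls short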;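 also: 0% = DMSO neutral controls and 100% = 20 µM radicicol positive controls; yeast relying on Plasmodium falciparum Hsp90 in place of its own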
# DSG3 Ab inh = human desmoglein-3 autoantibody binding inhibition | binding (percent of control), % at 10 µM | DSG3-coupled beads, scFv-anti-DSG3-GFP binding, flow cytometry; active compounds read low | P32926 | 310,000 tested, 0.48% active | AID 588358;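 active = binding more than 3 SD below its plate's average and above zero; inconclusive = below that plate limit but binding exactly zero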;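 also: hits lower antibody fragment binding to DSG3; some compounds called inactive have numbers as strong as hits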
# Target sequence (P32926 whole entry, looked up, the tested form may be a part): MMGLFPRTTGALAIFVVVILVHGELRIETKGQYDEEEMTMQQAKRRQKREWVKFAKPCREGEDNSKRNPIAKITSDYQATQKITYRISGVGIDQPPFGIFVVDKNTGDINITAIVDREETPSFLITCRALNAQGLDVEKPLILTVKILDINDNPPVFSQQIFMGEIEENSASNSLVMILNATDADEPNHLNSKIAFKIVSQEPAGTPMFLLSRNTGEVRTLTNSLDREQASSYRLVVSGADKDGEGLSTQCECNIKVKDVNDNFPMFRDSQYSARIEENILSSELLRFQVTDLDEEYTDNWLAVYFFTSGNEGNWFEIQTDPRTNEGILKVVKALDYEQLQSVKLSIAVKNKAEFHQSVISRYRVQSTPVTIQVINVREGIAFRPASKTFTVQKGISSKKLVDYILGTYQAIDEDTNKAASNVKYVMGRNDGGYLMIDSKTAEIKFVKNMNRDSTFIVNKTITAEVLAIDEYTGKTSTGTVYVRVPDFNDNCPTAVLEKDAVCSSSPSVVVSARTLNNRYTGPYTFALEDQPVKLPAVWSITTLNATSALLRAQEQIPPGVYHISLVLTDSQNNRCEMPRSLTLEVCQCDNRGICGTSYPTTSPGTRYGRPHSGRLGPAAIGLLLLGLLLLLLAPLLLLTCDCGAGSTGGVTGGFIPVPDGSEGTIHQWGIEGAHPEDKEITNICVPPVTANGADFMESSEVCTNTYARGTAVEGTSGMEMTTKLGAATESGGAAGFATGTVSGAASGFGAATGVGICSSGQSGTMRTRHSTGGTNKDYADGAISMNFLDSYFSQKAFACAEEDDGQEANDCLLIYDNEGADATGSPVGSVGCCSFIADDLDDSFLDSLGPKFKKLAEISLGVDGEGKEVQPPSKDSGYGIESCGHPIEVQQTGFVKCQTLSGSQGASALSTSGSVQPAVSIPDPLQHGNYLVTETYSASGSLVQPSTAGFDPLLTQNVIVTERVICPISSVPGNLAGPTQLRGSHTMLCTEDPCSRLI
# AddAB inh = less growth of phage-infected E. coli with AddAB; E. coli expressing H. pylori AddAB, absorbance growth; inhibition, % at 11.9 µM; 330,000 tested, 0.29% active; in the data active = inhibition above about 12%;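 also: 0% = vehicle wells of infected cells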
# phage Ecoli inh = E. coli growth loss with phage present. growth absorbance. inhibition, % at 11.9 µM. 360,000 tested, 0.26% active. AID 651602; in the data active = inhibition above about 11%
# * = called active by the depositor; ? = inconclusive; / = not tested or not shown.
SMILES,Tat transport,Mot1-301 SUMO,Arr AP2 block,OPRM1-OPRD1 inv,PKA-R1A act,OPRM1-OPRD1 ag,Ecoli viability,PfHsp90 yeast 2,DSG3 Ab inh,AddAB inh,phage Ecoli inh
CCN1C[C@@H]2[C@@H]3C(=O)N(Cc4ccccc4)C(=O)[C@@H]3[C@](Cc3ccccc3)(C1=O)N2C(=O)c1ccc(Cl)cc1,-44,/,/,7,3,-1.1,/,-4,101,/,0.2
CC1CCN(C(=O)c2ccc(S(=O)(=O)N3CCCCCC3)cc2)CC1,4,-25,-10,7,-9,-1.7,1.9,-15,109,2.7,2.5
COc1ccc(NS(=O)(=O)c2cc(NC(=O)c3ccc(F)cc3)ccc2OC)cc1,-11,4,-8,6,1,-1.2,-0.9,-20,101,1.7,1.5
O=C(COc1ccc(F)cc1)NNC(=O)c1cc2ccccc2oc1=O,-11,17,20,14,-11,-2.8,-2.6,2,87,-0.9,5.0
O=C(N/N=C/c1cnc(N2CCCCC2)s1)c1ccc(C(F)(F)F)cc1,6,4,8,5,-4,-1.0,-3.6,35,98,-1.4,2.8
C#CCOCCOCCOCCNc1nc(N2CCN(C(=O)Cn3cc(CCCN=C(N)N)nn3)CC2)nc(N2CCN(C(=O)Cn3cc(CC(C)O)nn3)CC2)n1 (centres undefined),-8,/,2,17,-5,-3.0,/,4,102,/,2.2
Cc1nc(N[C@@H](Cc2ccccc2)C(=O)O)c2oc3ccccc3c2n1,-1,0,25,8,1,-1.4,0.5,1,105,2.0,0.1
Cc1cccc(NC(=O)c2cc(Cl)ccc2[N+](=O)[O-])c1,24,-14,-14,14,-1,-2.6,0.0,5,113,2.8,5.0
C=CCn1c(SCc2ccc3nonc3c2)nnc1-c1cccs1,1,-1,-2,7,-11,-1.4,0.4,-1,/,0.3,0.8
O=C(NCc1ccco1)C1CCCN(S(=O)(=O)c2cccc3cccnc23)C1 (centres undefined),-1,16,1,11,-13,-2.2,-0.7,18,109,2.9,4.5
COc1ccccc1CN1CC(C(=O)N(C)CCOc2ccccc2)CCC1=O (centres undefined),2,-7,3,7,0,-1.2,0.6,12,94,1.9,2.4
COc1ccc(CC(=O)Nc2nc(C)cs2)cc1S(=O)(=O)N1CCOCC1,17,8,-1,7,-4,-1.8,0.5,-12,98,1.3,6.6
CC(C)Oc1ccc(C(=O)NC(Cc2c[nH]c3ccccc23)C(=O)NN)cc1 (centres undefined),-7,-9,1,/,/,/,0.0,-3,92,0.9,3.0
O=C(O)c1ccc(Nc2nc(-c3ccccc3)nc3ccccc23)cc1,20,79,0,4,-4,-0.9,-1.8,0,105,0.0,-1.1
CCc1ccc2c(CC(=O)Nc3cccc(S(=O)(=O)N4CCOCC4)c3)coc2c1,-4,13,-3,4,-9,-0.8,1.9,-6,100,2.6,0.8
NN/C(=C\[N+](=O)[O-])Nc1ccccc1,0,-2,1,-5,-13,0.7,-1.1,-6,100,-2.4,4.5
CCn1c2ccc(C)cc2c2nnc(SCCN3CCOCC3)nc21,?,11,19,11,-9,-2.4,-4.3,-94,/,1.9,0.1
O=c1[nH]oc(O)c1-c1ncc(C(F)(F)F)cc1Cl,-6,-4,-1,-2,5,0.3,-2.3,-5,95,1.7,0.9
N=C1/C(=C/c2ccc(OCc3ccccc3F)cc2)C(=O)N=C2SC(CC(=O)N3CCOCC3)=NN12,-4,-19,3,19,-15,-3.8,1.0,-4,105,2.5,-0.6
CSCCC(NC(=O)c1ccccc1Cl)C(=O)NCC1COc2ccccc2O1 (centres undefined),-3,/,-8,7,-8,-1.1,/,/,105,/,2.3
COC(=O)CCCC(=O)NC(C)c1cnn(-c2ccccc2C)c1C (centres undefined),-3,-7,39,19,-1,-3.7,1.3,-6,99,1.0,4.7
CCOC(=O)CNC(=O)COc1coc(CN2CCN(c3ccccc3F)CC2)cc1=O,7,-18,-8,16,-2,-3.1,-1.4,25,96,1.3,1.9
COC(=O)CSc1nc2c(c(C3CC=CCC3)c1C#N)CCC2 (centres undefined),2,-24,-1,0,-4,-0.1,0.2,-44,104,-0.9,2.0
CC(C)n1c(=O)[nH]c2ccccc21,-7,-6,-5,5,-17,-0.9,1.4,-13,98,0.9,1.7
CC1CCCCC1NC(=O)C1CCC(CNS(=O)(=O)c2ccc(F)cc2)CC1 (centres undefined),-10,295*,-11,9,-10,-1.6,0.0,0,101,-1.9,1.6
# Following part
SMILES,Tat transport,Mot1-301 SUMO,Arr AP2 block,OPRM1-OPRD1 inv,PKA-R1A act,OPRM1-OPRD1 ag,Ecoli viability,PfHsp90 yeast 2,DSG3 Ab inh,AddAB inh,phage Ecoli inh
C=CC(=O)N1c2ccccc2Sc2ccc(NC(=O)OCC)cc21,-5,76,7,-15,1,2.7,2.0,10,101,3.6,1.7
CCn1c(SCC(=O)N2CCCCCC2)nc2c([nH]c3ccccc32)c1=O,-2,10,-9,9,6,-1.7,3.3,19,99,3.0,2.0
Cc1ccc(-n2ncc3c2CC(C)(C)CC3NC(=O)CCCN2CCCC2=O)cc1 (centres undefined),-4,-17,-6,16,-8,-3.1,0.1,-10,92,-1.7,-2.7
COC(=O)CC1COc2ccccc2N1C(=O)c1cccc(C(F)(F)F)c1 (centres undefined),5,203,-2,4,6,-0.8,2.4,9,113,-0.8,1.4
CCC(=O)Nc1cccc(NC(=S)NC(=O)c2ccccc2Cl)c1,-10,-1,-2,9,-8,-1.7,2.7,-8,89,6.6,4.2
COc1ccc(OC)c(NS(=O)(=O)c2ccc(NC(C)=O)cc2)c1,1,273*,3,7,-5,-1.2,2.0,18,102,-0.6,0.7
Cc1c(N2C(=O)/C(=C\c3ccc(N(C)C)cc3)N(C)C2=S)c(=O)n(-c2ccccc2)n1C,-6,-3,0,23,0,-4.6,-1.5,14,168,1.0,0.5
COc1ccc([C@H]2CC(=O)C=C(c3ccc(F)cc3OCc3ccccc3)C2)cc1,-3,-6,17,8,-7,-1.3,-0.8,-2,106,1.9,3.2
CCn1c(SCC(=O)N2CCOCC2)nc2c([nH]c3ccccc32)c1=O,11,-3,-6,7,4,-2.0,-1.5,-5,104,-1.3,0.9
COc1cccc(C(=O)NCC(=O)NCc2cc(=O)n(C)c(=O)n2C)c1OC,-2,6,-10,25,-3,-4.9,-0.4,9,98,2.8,2.1
O=[N+]([O-])c1cc(CN2CCCC2)c2cccnc2c1O,2,-7,22,-1,-7,0.1,-4.8,-22,92,6.8,/
COc1ccccc1CCN=C(N)NS(=O)(=O)c1cccs1,6,8,1,11,-2,-2.1,-0.8,3,87,3.7,3.5
COc1cc(C2C(C#N)=C(C)NC(C)=C2C#N)cc(OC)c1OC,-3,-18,2,7,10,-1.0,-2.1,17,95,-1.5,5.1
COc1ccc([N+](=O)[O-])cc1N(CC(=O)NCCSc1ccc(C)cc1)S(C)(=O)=O,-1,0,-15,10,-8,-1.8,-0.6,1,107,1.6,4.0
Cc1ccc(-c2noc(CNC(=O)c3ccoc3C)n2)cc1,-6,-6,-20,6,-3,-1.0,-0.9,17,99,3.3,2.2
CCCCOC(=O)C1=C(C)NC(=O)NC1c1ccc([N+](=O)[O-])s1 (centres undefined),-9,-17,11,-12,-4,2.3,-2.2,9,/,4.2,2.7
Cc1cc(C)cc(N2CCCC2=O)c1,1,11,27,13,4,-2.5,-2.1,/,102,-1.8,1.3
C=C(C)C(=O)Nc1cccc(C2=NOC3(C2)C[C@@H](C(N)=O)N(C(=O)/C(C)=C/C)C3)c1 (some centres undefined),0,7,9,10,-4,-1.8,0.4,7,89*,0.3,0.5
CCCCn1c(N)c(N(CC(C)C)C(=O)c2cccc(S(=O)(=O)N(C)c3ccc(C)cc3)c2)c(=O)[nH]c1=O,16,/,-8,3,2,-0.5,-2.3,-18,105,-0.4,6.7
CCN(C[C@H]1N[C@@](CC)(C(=O)OC)[C@H]2C(=O)N(C)C(=O)[C@@H]12)C(=O)NC(C)C,-9,/,-1,9,-6,-2.0,0.2,-15,98,1.3,2.5
FC(F)(F)c1cccc(Nc2cc(-c3ccccc3)nc3ncnn23)c1,-9,10,-3,-2,1,0.3,2.6,-12,/,-0.2,-0.6
CC(=O)Nc1ccc(NC(=O)CSc2nnc(C3CC3)n2-c2ccccc2)cc1,7,12,-7,2,-1,-0.5,5.8,-4,108,1.5,1.5
CN(Cc1ccccc1)c1nc2c(c(=O)[nH]c(=O)n2C)n1Cc1ccccc1Cl,-4,-8,-5,-14,2,2.9,1.2,/,106,3.5,-0.2
COC(CNC(=O)C1CCN(C(=O)c2cc3oc(C)cc3n2Cc2c(F)cccc2Cl)CC1)OC,-1,-7,4,12,2,-2.0,3.3,-8,84,2.7,-4.7
COC(=O)N[C@@H]1C[C@H]2[C@@H]3CC[C@H]4C[C@@H](OC)CC[C@]4(C)[C@H]3CC[C@]12C,-6,124,2,-47,10,8.5,0.4,/,106,2.6,2.4
# Next part:
SMILES,Tat transport,Mot1-301 SUMO,Arr AP2 block,OPRM1-OPRD1 inv,PKA-R1A act,OPRM1-OPRD1 ag,Ecoli viability,PfHsp90 yeast 2,DSG3 Ab inh,AddAB inh,phage Ecoli inh
COc1ccc(S(=O)(=O)N2CCc3ccccc32)cc1C(=O)Nc1ccc(C(N)=O)cc1,-8,390,-22,13,15,-2.4,-2.0,-56,122,0.3,2.1
Cn1c(CC(=O)Nc2ccccc2F)nnc1SCC(=O)NC1CCCC1,-3,-19,-1,-3,4,0.4,-0.6,-17,130,2.3,0.4
Cc1ncoc1C(=O)N1CCCC(C(=O)c2ccc(C(F)(F)F)cc2)C1 (centres undefined),-6,-12,10,10,-1,-2.1,-0.7,-12,104,0.2,3.0
CNC(=O)NC(=O)CSc1nc2sccc2c(=O)n1-c1ccccc1,-2,-1,-6,-5,-9,0.7,-0.1,10,/,-1.7,1.7
Cn1c(=O)c(C(=O)CN2CCc3ccccc32)c(N)n(Cc2ccccc2)c1=O,-6,17,9,1,-3,-0.2,-2.5,-17,93,1.0,4.3
COc1cccc(CN2CCN(Cc3cccn3-c3cccnc3)CC2CCO)c1 (centres undefined),3,115,/,-19,-13,2.8,0.9,-9,107,-1.1,-1.4
O=C(Nc1cccc(-c2nc3cccnc3s2)c1)C1c2ccccc2Oc2ccccc21,?,/,-2,3,-14,-0.4,/,-30,86,/,2.2
CC1(C)CC2(CCO1)OC(=O)CC2C(=O)Nc1c(Cl)cccc1Cl (centres undefined),3,-13,3,-6,0,1.3,0.8,18,/,1.2,1.6
